# TRHR agonist: qHTS for Small Molecule Agonists and Allosteric Enhancers of Human TRH Receptor: Primary Screen for Agonists; TRHR cells, calcium flux fluo-8, FDSS agonist mode; activation, % at 2 µM; actives 0.18% (n = 360,000); AID 493084, 2011; in the data active = activation above about 30%; also: 0% is about no effect
#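 Agonist-mode FDSS calcium read (Ex 480/Em 530, 1 s cycles) in 1536-well TRHR cells with fluo-8 dye, after 10-cycle baseline and 23 nL compound addition; TRH at EC20 (10 nM final) added afterwards for the enhancer phase.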
# D2 ag: HTS Assay for Allosteric Agonists of the Human D2 Dopamine Receptor: Primary Screen for Agonists; activation, % at 2 µM; HEK293 T-REx D2 cells, calcium flux agonist mode; AID 485358, 2010; D(2) dopamine receptor (Homo sapiens), P14416; actives 0.53% (n = 340,000);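 active = activation over 3 SD above normal in the single-dose calcium agonist read, cut at about 30% in these data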; also: 0% is about no effect
#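 Agonism scored from kinetic calcium signal (1 read/sec, 180 s) following compound pin transfer, after a 10 s baseline. Cells: HEK293 Trex line expressing inducible D2 receptor coupled to calcium, dye-loaded after overnight culture at 30 C.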
# USP1-UAF1 inh: Inhibitors of USP1/UAF1: Primary Screen; Ubiquitin carboxyl-terminal hydrolase 1 (Homo sapiens), O94782; recombinant USP1/UAF1, Ub-Rhodamine cleavage fluorescence; Potency, µM (doses to about 57.1 µM), for the others: at the top dose activity change, negative = inhibition, actives largely listed as inhibitors; actives 0.23% (n = 390,000); AID 743255, 2014; also: potency is read from the fitted curve at half-maximal effect; % is scaled to controls: 0 for no effect and ±100 for the full control effect; nearly all actives have a fitted effect of over 60% in size; inactives centre near -12
#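 High-throughput fluorogenic screen: 1nM USP1/UAF1 complex, Ub-Rho substrate 150nM final, 50mM HEPES pH 7.8 with 0.5mM EDTA, 0.1 mg/ml BSA, 1mM TCEP and 0.01% Tween-20.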
# TRHR enhancer: qHTS for Small Molecule Agonists and Allosteric Enhancers of Human TRH Receptor: Primary Screen for Enhancers; Thyrotropin-releasing hormone receptor (Homo sapiens), P34981; TRHR cells, fluo-8 calcium fluorescence, EC20 TRH enhancement; enhancement, % at 2 µM; actives 0.66% (n = 360,000); AID 493056, 2011; in the data active = enhancement above about 30%; also: 0% is about no effect
#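 TRHR-expressing cells loaded with fluo-8 calcium dye were read kinetically (ex 480/em 530) during compound addition, then stimulated with an EC20 of TRH (10 nM final). Enhancement of the Gq-mediated intracellular calcium response was scored.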
# D2 antag: HTS Assay for Allosteric Antagonists of the Human D2 Dopamine Receptor: Primary Screen for Antagonists; HEK293 TREx D2 cells, calcium flux, dopamine EC80; actives 2% (n = 340,000); inhibition, % at 10 µM; in the data active = inhibition above about 30%; also: 0% is about no effect
#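 Read-out: kinetic calcium fluorescence (1 cycle/s) in inducible HEK293 T-REx D2 cells after an EC80 dopamine addition that followed 180 s compound preincubation. Loss of the dopamine response indicates antagonism.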
# TrxR1 substrate: qHTS Assay for Substrates of Mammalian Selenoprotein Thioredoxin Reductase 1 (TrxR1): qHTS. Potency, µM (titrated, usually from 114 µM), inactives show at the top dose activity change, negative = substrate turnover. AID 588456, 2011. actives 0.01% (n = 390,000). purified TrxR1 substrate turnover, NADPH consumption readout. Thioredoxin reductase 1, cytoplasmic (Rattus norvegicus), O89049; also: potency is read from the fitted curve at half-maximal effect; % is scaled to controls: 0 for no effect and ±100 for the full control effect; nearly all actives have a fitted effect of over 50% in size
#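 Rat TrxR1, dispensed at 90 nM, was prereduced with 400 uM NADPH (final) for 5 min at ~22 deg C, then incubated with compound 15 min before 400 uM selenite. A first-read NADPH fluorescence drop versus no-compound background flagged substrates.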
# mIDH1 inhibitor: qHTS for Inhibitors of mutant isocitrate dehydrogenase 1 (IDH1): qHTS; Isocitrate dehydrogenase [NADP] cytoplasmic (Homo sapiens), O75874; IDH1-R132H enzyme, NADPH consumption, diaphorase/resazurin fluorescence; Potency, µM (series often up to 76.6 µM), for the others: top-dose activity change, negative = inhibition, actives largely listed as inhibitors; actives 0.093% (n = 390,000); AID 602179, 2012; also: potency is read from the fitted curve at half-maximal effect; % is scaled to controls: 0 for no effect and ±100 for the full control effect; nearly all actives have a fitted effect of over 65% in size
# Target sequence (O75874 whole entry R132H, stated change not applied): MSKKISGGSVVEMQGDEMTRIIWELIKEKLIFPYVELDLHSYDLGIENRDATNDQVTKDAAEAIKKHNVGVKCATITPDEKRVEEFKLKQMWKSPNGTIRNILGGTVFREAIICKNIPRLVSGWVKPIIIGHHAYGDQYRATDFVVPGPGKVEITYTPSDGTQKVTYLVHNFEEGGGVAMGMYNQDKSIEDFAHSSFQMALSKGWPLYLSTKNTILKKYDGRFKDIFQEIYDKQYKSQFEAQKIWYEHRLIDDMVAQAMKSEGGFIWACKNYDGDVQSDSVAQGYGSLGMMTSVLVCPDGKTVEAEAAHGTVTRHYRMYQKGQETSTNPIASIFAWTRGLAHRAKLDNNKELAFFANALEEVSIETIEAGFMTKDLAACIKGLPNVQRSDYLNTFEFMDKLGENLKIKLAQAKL
#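 IDH1-R132H (0.5 ug/mL) preincubated 30 min with compound, then NADPH (0.016 mM) and alpha-KG (2 mM) added; 80 min at RT, pH 7.5. Remaining NADPH coupled via diaphorase/resazurin to fluorescence (540/590 nm); concentration-response curves normalized to no-enzyme control.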
# rTrxR1 inhibitor: qHTS Assay for Inhibitors of Mammalian Selenoprotein Thioredoxin Reductase 1 (TrxR1): qHTS; Thioredoxin reductase 1, cytoplasmic (Rattus norvegicus), O89049; recombinant rTrxR1, NADPH fluorescence consumption, selenite substrate; Potency, µM (highest dose often 114 µM), for the others: at the top dose activity change, negative = inhibition, hits mostly inhibitors; actives 1% (n = 390,000); also: potency is read from the fitted curve at half-maximal effect; % is scaled to controls: 0 for no effect and ±100 for the full control effect; nearly all actives have a fitted effect of over 65% in size
#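 Rat TrxR1 (90 nM in the dispensed reagent) was pre-reduced with 400 uM NADPH for 5 min at room temperature, then incubated with compound for 15 min. After 400 uM selenite was added, NADPH fluorescence (Ex 340/Em 450 nm) was followed for 8 min.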
# PI4K2A block: qHTS for small molecular inhibitors of PI4K2A | activity change, negative = inhibition, % at 76.9 µM | actives 0.13% (n = 420,000) | purified PI4K2A, ADP-Glo luminescence, 1 h; stronger effect = lower value | Phosphatidylinositol 4-kinase type 2-alpha (Homo sapiens), Q9BTU6 | AID 1346378, 2018; in the data active = activity change below about -50%; inconclusive = mostly about -30% to -49%;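 also: -100% = wells without enzyme as full effect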
# Target sequence (Q9BTU6 whole entry, looked up): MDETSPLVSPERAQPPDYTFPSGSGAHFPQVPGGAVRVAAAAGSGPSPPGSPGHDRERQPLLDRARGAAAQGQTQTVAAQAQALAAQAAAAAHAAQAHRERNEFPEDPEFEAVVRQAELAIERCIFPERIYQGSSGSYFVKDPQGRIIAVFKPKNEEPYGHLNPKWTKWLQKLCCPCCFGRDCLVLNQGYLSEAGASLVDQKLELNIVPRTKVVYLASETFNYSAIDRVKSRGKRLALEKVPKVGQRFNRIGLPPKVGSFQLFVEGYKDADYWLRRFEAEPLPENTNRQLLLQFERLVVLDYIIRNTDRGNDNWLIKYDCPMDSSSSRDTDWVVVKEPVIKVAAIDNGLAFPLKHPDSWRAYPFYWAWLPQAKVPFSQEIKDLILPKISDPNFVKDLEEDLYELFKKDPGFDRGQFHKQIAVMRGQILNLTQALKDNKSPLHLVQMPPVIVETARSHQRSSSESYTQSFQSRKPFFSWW
#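 PI4K2A activity was measured by ADP-Glo luminescence: enzyme (4 ug/mL stock) and phosphatidylinositol (1.2 mM stock) in Tris pH 7.5/MgCl2/EGTA/Triton X-100 buffer were reacted with ATP (300 microM stock) for one hour at ambient temperature.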
# Numbers without * were called inactive; ? = inconclusive; / = not tested or not shown; & = joins results of further samples; [ ] = another dose, or the depositor's remark. Unless noted, calls follow the shape of the dose curve; as a rule, active = well fitted inhibition curve with a large enough effect; inconclusive = small, poorly fitted or top-dose-only effect; inactive = no such curve, though single readings can be large or run the other way.
SMILES,TRHR agonist,D2 ag,USP1-UAF1 inh,TRHR enhancer,D2 antag,TrxR1 substrate,mIDH1 inhibitor,rTrxR1 inhibitor,PI4K2A block
CCOC(=O)c1ccc(OCc2c(C)noc2C)cc1,0.3,0.1,-13%,7,7,11%[57.1 µM],5%,12%[57.1 µM],4
Cc1csc(NC(=O)CCSCCc2ccccn2)n1,0.4,-0.9,-25%,-1,-31,13%,15%,24%,2
COc1ccc(-c2[nH]c(-c3ccc(C)cc3)nc2SCC(=O)NCC2CCCO2)cc1 (stereo unspecified),-0.2,-2.6,-20%,-1,/,2%,-7%,9%,3
N#Cc1ccc(NCCc2ccccn2)c([N+](=O)[O-])c1,0.2,0.0,-20%,-1,-3,-3%,0%,18%,0
CCc1cc2cc3c(cc2nc1SCC(=O)Nc1cc(OC)c(OC)cc1C(=O)O)OCO3,0.1,0.3,/,1,-6,/,/,/,/
O=C(NCc1ccccc1)c1cnc(Cl)c(Cl)c1,-0.1,0.3,-9%,5,14,2%,2%,19%,1
CC1(C)Oc2ccc(NC(=O)c3ccco3)cc2O1,0.1,0.2,-14%,-2,6,-1%,11%,6%,-1
CCOc1ccc(N2C(=O)CN(CC(=O)OC)C2=S)cc1,0.6,-0.3,-15%,2,9,9%,0%,15%,1
Cc1ccc(S(=O)(=O)NC(=O)c2cccc(Br)c2)cc1,0.6,0.3,-9%,0,3,-12%,3%,-17%,1
COc1ccc(S(=O)(=O)Nc2c(C(=O)O)[nH]c3ccccc23)cc1,0.3,1.5,-24%,8,13,10%[57.1 µM],-9%,19%[57.1 µM],-1
CCn1c(SCc2nc3ccccc3s2)nnc1-c1ccccc1,-0.3,-0.4,-11%,-8,6,-3%,0%,-18%,-1
Fc1ccccc1Cc1noc(CN2CCN(C/C=C/c3ccccc3)CC2)n1,-0.1,/,-17%,-5,/,-5%,3%,11%,0
OC(COC(c1ccc(Cl)cc1)c1ccc(Cl)cc1)CN1CCCC1 (stereo unspecified),0.7,0.8,1%,-2,7,-1%,-2%,9%,7
N#C/C(=C/c1ccc(-c2ccccc2[N+](=O)[O-])o1)C(N)=O,0.7,-4.2,-14%,-2,19,-11%,-5%,?,1
CCCCOc1ccc(C(=O)NCC(=O)N2CCN(Cc3ccc4c(c3)OCO4)CC2)cc1,-0.2,0.4,-11%,15,-4,0%,6%,23%,-5

# The closing 5 records of the section before are carried over, then new ones follow.
SMILES,TRHR agonist,D2 ag,USP1-UAF1 inh,TRHR enhancer,D2 antag,TrxR1 substrate,mIDH1 inhibitor,rTrxR1 inhibitor,PI4K2A block
CCn1c(SCc2nc3ccccc3s2)nnc1-c1ccccc1,-0.3,-0.4,-11%,-8,6,-3%,0%,-18%,-1
Fc1ccccc1Cc1noc(CN2CCN(C/C=C/c3ccccc3)CC2)n1,-0.1,/,-17%,-5,/,-5%,3%,11%,0
OC(COC(c1ccc(Cl)cc1)c1ccc(Cl)cc1)CN1CCCC1 (stereo unspecified),0.7,0.8,1%,-2,7,-1%,-2%,9%,7
N#C/C(=C/c1ccc(-c2ccccc2[N+](=O)[O-])o1)C(N)=O,0.7,-4.2,-14%,-2,19,-11%,-5%,?,1
CCCCOc1ccc(C(=O)NCC(=O)N2CCN(Cc3ccc4c(c3)OCO4)CC2)cc1,-0.2,0.4,-11%,15,-4,0%,6%,23%,-5
CC1CC(=O)Nc2ccccc2N1C(=O)CN1CCN(c2ccccc2)CC1 (stereo unspecified),0.4,4.2,-13%,3,-1,8%,2%,16%,1
COc1ccc(C2=NOC(C3(S(=O)(=O)c4ccccc4)CC(O)C3)C2)cc1 (stereo unspecified),/,/,16%,/,/,16%[57.1 µM],-9%,34%[activator][57.1 µM],-2
O=C(Oc1ccccc1)c1ccccc1,/,/,-5%,/,/,-11%,0%,-23%,-2
CCOc1ccc(C(=O)NCC(=O)OCC(=O)NC2CCCC2)cc1,-0.3,/,7%,-5,/,2%[57.1 µM],0%,-5%[57.1 µM],1
S=C(NCc1ccccc1)N1CCN(C2CCCCC2)CC1,1.2,-1.4,-19%,4,-4,-3%,-3%,-12%,-2
COC(=O)/C=C1/SC(=NC(=O)c2ccc(OC)cc2)NC1=O,0.4,-0.2,-25%,8,21,-9%,-9%,-9%,3
Cc1ccc(S(=O)(=O)N(CC(O)Cn2c3ccccc3c3ccccc32)c2cccc(C(=O)N(C)C)c2)cc1 (stereo unspecified),-0.6,0.3,-20%,-3,/,-1%,-13%,25%,-4
COc1ccc(OC)c(-c2csc(NC(=O)C3CSC4(C)CCC(=O)N34)n2)c1 (stereo unspecified),-1.3,2.1,-5%,-2,-4,-10%,0%,-21%,-3
O=C(c1cccs1)N1CCCC(c2nc3c(nnn3Cc3ccccc3)c(=O)[nH]2)C1 (stereo unspecified),-0.2,-1.0,-16%,-10,8,4%,6%,13%,5
O=C(c1ccccc1CCc1ccccc1)N1CCN(c2ccccn2)CC1,-0.5,0.6,-6%,-9,23,15%[57.1 µM],8%,5%[57.1 µM],-3
CS(=O)(=O)N(CCc1ccccc1)CC(=O)NCc1ccccn1,0.0,0.6,-1%,8,-9,4%,1%,8%,-7
CN1CCC(Oc2ccc(Sc3ccccc3)cc2)CC1,1.7,1.7,-21%,1,-15,-6%,0%,-2%,-4
Cc1cc(C)cc(N(CC(=O)NCc2ccccc2Cl)S(=O)(=O)c2c(C)[nH]c(=O)[nH]c2=O)c1,0.6&0.3,-0.5&7.0,-19%&3%,12&-3,1,-1%&6%,-1%&19%,21%&16%,-5&-5
CCCCNc1c(-c2cccc(-c3cc(C(C)=O)cs3)c2)nc2cc(C)ccn12,-0.8,-1.8,6%,-13,-21,5%[57.1 µM],10%,16%[57.1 µM],-4
COC(=O)c1ccc(C(=O)N2CCCC(N3CCN(c4ccccc4)CC3)C2)nc1 (stereo unspecified),0.1,43*,-26%,1,10,-1%,10%,-9%,-1
O=C(NC(Cc1c[nH]c2ccccc12)C(=O)NCc1ccc(F)cc1)OCc1ccccc1 (stereo unspecified),-0.4,/,-8%,2,/,-7%,0%,5%,3
CC(C)CCNC(=O)c1cn(CC(C)C)c(=O)c2c1c1ccccc1n2C,-0.7,-0.7,-12%,3,-20,1%,-5%,24%,3
O=c1c2sc3ccccc3c2n(Cc2ccccc2)c(=O)n1Cc1ccccc1,-1.4,-1.0,-18%,3,/,6%,17%,10%,-6
CN(C)c1ccc(N=Nc2ccccc2C(=O)OCC(=O)N2CCCC2)cc1,0.3,-0.4,-14%,-5,14,-18%,9%,?,-4
O=C1NCCN1CCNS(=O)(=O)c1ccccc1[N+](=O)[O-],0.3,0.5,1%,6,14,3%,-6%,15%,-11
O=C1Cc2ccccc2C(c2c(Cl)cccc2Cl)N1 (stereo unspecified),0.3,0.7,0%,5,0,-6%,4%,3%[57.1 µM],-1
Cc1cc(C)nc(Sc2ncnc(N)c2[N+](=O)[O-])n1,0.1,0.8,-22%,10,25,6%[57.1 µM],1%,11µM*,-4
Cc1ccccc1CNc1ccc(C(CC(N)=O)NC(=O)c2ccccc2)cc1[N+](=O)[O-] (stereo unspecified),-0.1,0.4,?,2,-21,1%,-19%,14%,-1
COc1ccc(/C=C(/NC(=O)c2ccccc2)C(=O)NCCCn2ccnc2)cc1OC,1.1,0.3,-22%,6,-8,-9%,4%,-10%,3
CCN(CC)c1ccc(/C=N/N2CCN(Cc3cccc4ccccc34)CC2)c(O)c1,-0.2,-0.2,-13%,-4,2,-3%,4%,26%,-1
Cc1ccccc1NN1C(=O)C=CC1=O,0.4,0.7,3%,-11,5,-9%,8%,-6%,-16
CC(C)Oc1ccc(S(=O)(=O)N2CCOCC2)cc1NC(=O)C1=COCCO1,-0.1,0.1,-8%,8,4,-10%,-2%,-9%,-1
COC(=O)c1c(NS(=O)(=O)c2ccc(C)cc2)sc2c1CCC(C)C2 (stereo unspecified),-0.5,-0.1,-23%,-1,-5,-7%,0%,-21%,9
CC(=O)N1CCCc2cc(S(=O)(=O)N(C)Cc3ccccc3)ccc21,-0.1,-2.2,-1%,-7,-8,1%,3%,-3%,-3
Cc1cc(C(=O)NCCc2ccc(Cl)cc2)no1,-0.5,-0.7,-4%,-3,3,8%,3%,24%,-6
COc1ccc(-n2nc3ccc(NC(=O)COc4ccc(C)c(C)c4)cc3n2)cc1,1.0,-0.9,-14%,-6,/,17%,7%,13%,2
COc1ccc(NC(=O)CCCN2C(=O)CCC2=O)cc1Cl,-0.3,/,-10%,4,-8,7%[57.1 µM],-6%,12%,-5
O=Cc1ccc(OCc2cn3ccccc3n2)cc1,0.7,2.2,-7%,-2,-8,-1%,-4%,28%,0
Cc1nn(C)cc1CNC(=O)c1ccccc1Br,-1.4,-1.7,-2%,10,-3,-1%,2%,5%,-2
O=C(CSc1nc2c(c(=O)[nH]1)CCCC2)Nc1cccc(O)c1,-0.4,/,-3%,4,/,-1%,/,3%,0
